Screens (PubChem BioAssay)
PGC1a acetyl inh: lowers PGC1a acetylation signal in U2OS cells | AlphaScreen anti-acetyl-lysine; with virally co-expressed GCN5 acetyltransferase | inhibition, % at 15.6 µM | 0.17% of 350,000 active;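 active = every replicate shows inhibition of at least 40%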;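 also: 0% = neutral control wells and 100% = positive control wells; some results beyond the cut were filed as inactive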
PglD inh: blocks C. jejuni PglD acetyltransferase activity; purified PglD enzyme, DTNB colorimetric CoA detection; inhibition, % at 12.5 µM; 0.098% of 360,000 active; AID 602405; in the data active = inhibition above about 16%, passing the limit was not always enough; also: strong numbers were not always called active
FN deposit inh: fibronectin deposition inhibition. AH1F fibroblasts, Alexa488-fibronectin deposition fluorescence, overnight. inhibition, % at 12.6 µM. 0.086% of 350,000 active;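 active = mean inhibition across replicates of 30% or more, regardless of how many single replicates reach that level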;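 also: positive control wells lacked labelled fibronectin entirely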
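Material: AH1F fibroblast monolayer depositing Alexa488-labelled fibronectin into matrix | Input: 10000 AH1F cells/well | Medium: DMEM plus 2% serum, read in PBS | Reagent: Alexa488-fibronectin, 24 nM final in well | Compound dosing: One dose per compound, pinned | Schedule: 1 h adhesion, overnight exposure | Measured by: Fluorescence at 485 nm excitation, 525 nm emission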
miR122 inh: miR-122 inhibition in Huh7 cells; Huh7 miR-122 Renilla luciferase sensor, 48 h; neutral wells = 0, positive control = 100; activation (reporter increase), % at 12.5 µM; 0.3% of 340,000 active; AID 602342;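 active = mean replicate activation score at least 90 and every replicate individually at or above 90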;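 also: higher luciferase means less miR-122 activity so hits act as miR-122 inhibitors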
INS-1E GSIS act: primary screen for activators of insulin secretion dependent on glucose, INS-1E cells, GLuc reporter luminescence. activation, % at 16.6 µM. INS-1E GLuc reporter insulin secretion, 2-3 h. 0.61% of 370,000 active;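 active = lowest replicate activation of at least 40%, so every replicate reaches that level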;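 also: 0% = median of neutral control wells and 100% = median of IBMX positive control wells; some compounds called inactive have numbers as strong as hits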
CFTR F508del cor: CFTR F508del correction in bronchial cells | CFBE cells, YFP halide quenching; stimulated with forskolin plus potentiator P3; % fluorescence drop versus neutral controls | activity (quench increase), % at 7.58 µM | 0.36% of 350,000 active | AID 720511;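 active = mean added fluorescence quench of at least 8% versus neutral control, with both replicates also reaching 8%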;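 also: cells transiently co-express mutant CFTR-F508del with the halide-sensitive YFP; corrector assay measuring rescue of mutant channel to the surface after 24 h compound exposure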
Cneo AK release: causes C. neoformans cell lysis | lysis activity, % at 15 µM | AID 651654 | adenylate kinase release luminescence, 4 h; normalised: neutral wells 0, clomiphene wells 100 | 0.2% of 360,000 active;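 active = mean lysis activity across replicates of at least 80%, whatever share of replicates individually reach that level; inactive = mean lysis activity below 80%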
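Assay system: C. neoformans cells. Amount: yeast cell density of 5 × 10^6 cells/mL. Technique: AK luminescence. Buffer or medium: YPD. Times: static 4 h at 37 °C with compound, 1 h detection. Dosing: single-point compound dose. Read-out: lysis from increased AK signal.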
C2C12 statin: suppressors of simvastatin-induced myotoxicity in C2C12 myotubes; 0.78% of 330,000 active; ATP luminescence, 48 h; scaled: DMSO 0, geranylgeraniol control 100; rescue of ATP level, % at 7.49 µM;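 active = mean ATP rescue above about 67%, or every replicate alone reaching that limit, limit read from the data, passing the limit was not always enough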;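 also: myotubes were challenged with 10 µM simvastatin during compound exposure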
* = called active by the depositor; . = no result given; & = joins results of further samples; [ ] = dose if it differs, or a comment. Not a hit list. About 2.1% of those tested had a hit in this group.

Every second line gives: PglD inh	miR122 inh	Cneo AK release	C2C12 statin	INS-1E GSIS act	FN deposit inh	CFTR F508del cor	PGC1a acetyl inh
COC(=O)c1c(C)[nH]c(C(=O)C(C)OC(=O)C2CC2C)c1C (stereo not given)
 : 1	-6	-2	3	3	9	-4.2	4
O=C(C[C@@H]1CC[C@H]2NC[C@H](O)COC[C@@H]2O1)NCCN1CCCC1
 : .	.	.	.	17	3	0.2	-1
O=c1[nH]c(=O)n(Cc2ccco2)c2c1C(C(F)(F)F)(C(F)(F)F)N=C(C1CCCCC1)N2
 : 6	2	-1	3	.	.	.	5
Cc1ccc(NC(=O)CN2CCC(NC(=O)Cc3ccccc3)CC2)c(C)c1
 : -9	-8	-1	4	-2	15	-3.1	-141
COc1ccc(C(=O)OC(C)CN2CCOCC2)cc1 (stereo not given)
 : -6	-14	-1	-7	-4	3	4.6	4
Cc1cc(C)cc(OCC(=O)Nc2ccncc2)c1
 : 2	.	0	3	-7	3	-1.3	.
Cn1c2c(c(=O)n(C)c1=O)C(c1ccc(C(F)(F)F)cc1)CC(=O)N2 (stereo not given)
 : 2	7	1	9	11	1	0.1	-3
O=C(Nc1nc(-c2cc(F)ccc2F)cs1)C1=NN(c2ccccc2)C(=O)CC1
 : .	6	.	2	7	-15	-1.1	-24
Cc1cccc[n+]1CC(=O)/C=C1\N(C)c2ccccc2C1(C)C
 : -1	-2	-5	.	-87	.	.	8
COc1ccc(OC(=O)c2cnc3n(c2=O)CCS3)cc1
 : -8	-24	7	2	0	9	-2.0	3
CCCOc1ccc(CN2CCOCC2)cc1OC
 : 3	-7	1	.	-7	-7	1.7	4
CN(Cc1ccncc1)C1CC(=O)N(c2ccc(Cl)cc2)C1=O (stereo not given)
 : 7	-4	-4	-4	.	.	.	34
COc1ccc(CCC(=O)OCC(=O)Nc2sccc2C(N)=O)cc1
 : -1	.	7	4	-5	5	-2.4	.
C=CCNc1nc(N)c([N+](=O)[O-])c(Nc2cccc(Cl)c2)n1
 : -1	.	1	17	-9	10	7.7	.
COc1cc(=O)oc(CCC(C)O)c1C (stereo not given)
 : 0	-4	-3	0	9	7	0.7	0
CCCC(=O)Nc1ccc2c(c1)C(=O)N(C)C[C@@H](OC)[C@H](C)CN(Cc1ccc(F)cc1)[C@@H](C)CO2
 : .	-16[16.7 µM]	.	6	-18	-3	-0.7	14
C/C(=N\NC(=O)c1ccoc1C)c1ccccc1
 : 2	3	2	.	7	-2	2.3	6
O=C(/C=C/c1ccccc1)NC(N1CCOCC1)C(Cl)(Cl)Cl (stereo not given)
 : .	14	.	0	-13	3	-0.4	-4
Cc1cc(Cl)ccc1OC(C)C(=O)NN=C1CCCCCC1 (stereo not given)
 : -3	-2	-1	-40	-1	-6	-1.2	3
COc1ccc(NC(=O)CCC(=O)Nc2ccc3nc(N4CCOCC4)cc(C)c3c2)c(OC)c1
 : -5	-2	5	-52	3	-2	2.2	-3
CC(=O)c1c(C)[nH]c(C(=O)COC(=O)c2c(-c3ccccc3)noc2C)c1C
 : -5	22	0	-18	-34	-9	1.0	2
COc1ccc2c(CN(Cc3ccccc3)Cc3ccccc3)cc(=O)oc2c1
 : -2	1	2	18	0	0	2.2	-12
CCSc1nc2ccccc2n1CC(=O)OC
 : 1	-8	-2	6	.	-5	.	-8
O=C(Nc1ccc(Cl)cc1)N1CCCN(c2ccc(C(F)(F)F)cc2[N+](=O)[O-])CC1
 : 1	7	-3	.	-32	-11	2.9	-6
CCOC(=O)N1CCN(c2ccnc3cc(Cl)ccc23)CC1
 : 3	0	1	-1	4	6	3.3	.
CC(=O)N1CCOCCOCCN(C(C)=O)CCOCC1
 : .	.	.	.	-7	2	-0.7	6
O=C(O)C1CCCCC1C(=O)NCCCCc1ccccc1 (stereo not given)
 : -3	46	5	13	16	.	.	11
CN(C)CC(=O)N1CC[C@@H]2[C@H]1c1cc(Br)ccc1N(C)[C@@H]2CO
 : -2	-8[16.7 µM]	15	-21	8	-21	3.1	-7
CCCc1nnc2n1N=C(c1ccc(C)cc1)CS2
 : 1	-1	2	10	.	-3	5.7	-6
CO[C@@H]1CN(C)C(=O)c2ccc(NC(C)=O)cc2OC[C@@H](C)N(C(=O)Cc2ccccn2)C[C@H]1C
 : 2	.	-3	10	2	1	0.3	-2

Reprinted at random: 3 records from the list, in no set order.
Every second line gives: PglD inh	miR122 inh	Cneo AK release	C2C12 statin	INS-1E GSIS act	FN deposit inh	CFTR F508del cor	PGC1a acetyl inh
CCCc1nnc2n1N=C(c1ccc(C)cc1)CS2
 : 1	-1	2	10	.	-3	5.7	-6
COc1ccc(C(=O)OC(C)CN2CCOCC2)cc1 (stereo not given)
 : -6	-14	-1	-7	-4	3	4.6	4
CCOC(=O)N1CCN(c2ccnc3cc(Cl)ccc23)CC1
 : 3	0	1	-1	4	6	3.3	.

Later entries.
Every second line gives: PglD inh	miR122 inh	Cneo AK release	C2C12 statin	INS-1E GSIS act	FN deposit inh	CFTR F508del cor	PGC1a acetyl inh
C[C@@H]1CN([C@@H](C)CO)C(=O)c2cc(NC(=O)Nc3ccc4c(c3)OCO4)ccc2O[C@@H]1CN(C)C(=O)Nc1ccc(F)cc1
 : -4	-6[16.7 µM]	1	-2	-1	.	2.2	-1
Cc1ccc(S(=O)(=O)N(C)C)cc1NC(=O)c1ccc2ccccc2n1
 : 3	5	-1	.	8	7	-2.3	5
O=C(Cc1ccccc1)Nc1ccc2oc(-c3cccnc3)nc2c1
 : -1	-10	2	.	.	.	.	0
COc1ccc(O)c(C(=O)CC(=O)c2cccnc2)c1
 : 3	.	0	-6	7	3	4.0	-2
CC1(C)Cc2[nH]c3ccccc3c2C(C)(C)N1
 : -4	-7	1	2	20	3	1.9	0
CN(C(=O)COC(=O)C(Cc1ccccc1)NC(=O)c1ccccc1)c1ccccc1 (stereo not given)
 : 6	-2	0	.	3	-2	.	.
Cc1nc2ccccc2c2oc(C(=O)N3CCN(C4CCCCC4)CC3)cc12
 : 8	-7	0	-12	-8	-7	0.5	2
CC(C)c1ccc(-n2nc3ccc(N)cc3n2)cc1
 : .	8	-4	-15	.	0	-4.0	11
CCCC(=O)N=c1sc2cccc(F)c2n1C
 : 0	10	1	-4	3	-4	5.8	-3
CCOC(=O)Cc1csc(NS(C)(=O)=O)n1
 : -3	-4	-1	12	-4	.	-2.0	-6
Cc1cc(Cl)ccc1OCC(=O)OCC(=O)Nc1cccnc1Cl
 : 4	0	6	-3	-2	1	5.5	5
C[C@H](CO)N1C[C@H](C)[C@@H](CN(C)S(C)(=O)=O)OCc2cnnn2CCCC1=O
 : -6&-2&-4	-2	0&-2&12	6&-15&-12	9&10	-4&4	-0.2&-2.8&4.4	-3&2
Cc1ccc(S(=O)(=O)NCC(=O)N(CC(=O)NCc2ccccc2)CC2CCCO2)cc1 (stereo not given)
 : -7	-1	-2	7	.	.	.	0
CCc1nc(N2CCN(C(C)=O)CC2)c2c3c(sc2n1)CCCC3
 : 2	0	2	25	39	5	4.2	.
CCCCn1c(-c2cc(Cl)ccc2OC)n[nH]c1=S
 : 1	7	-13	.	.	.	.	-12
O=C(CCS(=O)(=O)c1ccc(F)cc1)Nc1nnc(-c2cccs2)o1
 : 7	-8	1	-5	-3	1	-2.0	-3
O=C(NC1CCCC1)c1cc2cc(Br)ccc2o1
 : 1	0	-2	-8	26	1	-2.2	.
O=C(NCc1ccc(F)cc1)[C@@H]1[C@@H](CO)[C@@H]2Cn3c(cccc3=O)[C@@H]2N1CCC(F)(F)F
 : 0	.	3	-23	6	.	.	.
COc1ccc(Cc2nnc(SCC(=O)NCc3ccco3)o2)cc1
 : -2	-3	-1	5	.	-5	.	-2
O=c1c([N+](=O)[O-])c(N2CCCC2)c2ccccc2n1-c1ccccc1
 : 1	-7	-2	1	-1	.	-0.1	-5
CCCS(=O)(=O)c1c(S(=O)(=O)CCC)c2c(N)cccn2c1C(=O)OC
 : .	1	.	0	3	-2	1.7	-11
O=C(CSc1nnc(Cn2c(=O)sc3ccccc32)n1-c1ccccc1)N1CCCCCC1
 : -1	12	-2	-2	2	13	-0.6	8
Oc1ccc(-c2nc(=S)[nH][nH]2)cc1
 : 1	-3	-4	6	.	.	.	-20
CC(C)CN(Cc1c(O)ccc2c(=O)c(-c3ccccc3)coc12)CC(C)C
 : 8	-2	1	-2	.	10	-2.8	-11
COc1ccccc1S(=O)(=O)N[C@@H]1C=C[C@@H](CC(=O)N2CCCCC2)O[C@@H]1CO
 : 6	.	44	3	5	.	1.6	5
C[C@@H]1CCCCO[C@@H](CN(C)S(=O)(=O)c2cccs2)[C@H](C)CN([C@H](C)CO)C(=O)c2cc(N(C)C)ccc2O1
 : .	-7[16.7 µM]	.	55	-6	.	2.2	-11
CC(=O)c1c(C)[nH]c(C(=O)Nc2ccc(C)c(S(=O)(=O)N(C)C)c2)c1C
 : 8	17	0	1	-8	-7	-4.2	-7
O=C(NC1CCCCCCC1)c1ccc(S(=O)(=O)N2CCCC2)cc1
 : -5	-10	-2	-21	.	.	.	11
COc1ccc(NC(=O)CC2CCCC2)cc1OC
 : -4	8	-2	19	-1	1	-1.1	-3
CCCOC(=O)CSC1=C(C#N)C(c2ccc3c(c2)OCO3)CC(=O)N1 (stereo not given)
 : -4	-11	2	-1	.	-3	.	-18
O=C(NCc1ccccc1)c1ccc2c(c1)S(=O)(=O)c1cc(Cl)ccc1C2=O
 : 0	.	3	9	-6	-13	-1.4	.
CCOC(=O)CSc1nc2cc(S(=O)(=O)Nc3ccccc3OC)ccc2o1
 : 1	-6	0	23	-17	.	-0.7	-21
O=C(CNC(=O)c1ccc2c(c1)OCCO2)N=Nc1c(O)[nH]c2ccccc12
 : -4	1	-5	0	15	-8	-0.7	-4
O=C(c1ccccc1)c1cccn1CC(=O)N1CCc2ccccc2C1
 : 1	-9	3	25	-9	15	-5.1	.
C[C@H](CO)N1C[C@H](C)[C@@H](CN(C)C)Oc2cc(C#Cc3ccccc3F)ccc2S1(=O)=O
 : -2	10[16.7 µM]	6	-8	9	7	-2.3	12
CCCCc1cc2ccccc2c(OCCN(C)C)n1
 : 6	-3	0	-27	10	-3	2.6	-6
